# SENP8 inh: human SENP8 protease inhibitors, primary screen, biochemical, fluorescence, Nedd8 protein substrate, uHTS; Sentrin-specific protease 8 (Homo sapiens), Q96LD8; recombinant SENP8; inhibition, % at 20 µM; 360,000 compounds, 0.64% hits; AID 602440, 2012; in the data active means inhibition mostly above about 40%, no sharp cut-off; inactive means mostly below about 27%
# Target sequence (Q96LD8 whole entry, looked up): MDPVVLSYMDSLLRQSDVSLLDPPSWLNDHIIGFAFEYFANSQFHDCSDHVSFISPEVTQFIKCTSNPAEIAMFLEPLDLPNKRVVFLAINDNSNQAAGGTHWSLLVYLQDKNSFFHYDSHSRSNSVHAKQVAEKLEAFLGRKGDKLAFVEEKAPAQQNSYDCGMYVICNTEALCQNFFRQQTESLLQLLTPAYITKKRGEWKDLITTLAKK
# SENP1 inh: human SENP1 catalytic domain inhibitors, primary screen, biochemical, FRET, uHTS; inhibition, % at 10 µM; recombinant SENP1 catalytic domain, CyPet-SUMO1-YPet FRET cleavage; Sentrin-specific protease 1 (Homo sapiens), Q9P0U3; 360,000 compounds, 0.21% hits;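 active means inhibition at least 30% at 10 µM, raw YFP signal under a set limit, fluorescence ratio 0.5 to 1.5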;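 further: 0% = enzyme with DMSO and 100% = no enzyme wells; some results filed as inactive read as strong as hits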
# Target sequence (Q9P0U3 419-644 limits assumed): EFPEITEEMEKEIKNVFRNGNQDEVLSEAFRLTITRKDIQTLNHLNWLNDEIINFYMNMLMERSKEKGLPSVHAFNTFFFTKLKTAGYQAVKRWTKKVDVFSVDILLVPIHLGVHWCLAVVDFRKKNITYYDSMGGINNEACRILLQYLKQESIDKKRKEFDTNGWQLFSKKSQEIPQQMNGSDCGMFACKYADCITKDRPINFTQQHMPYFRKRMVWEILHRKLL
#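 Test system: hSENP1 catalytic domain, recombinant; Amount: 20 pM final SENP1 enzyme; Medium: Tris pH 8 buffer plus EDTA, NaCl, BME, BSA, NP40, catalase; Schedule: 50 min enzyme reaction, room temperature, light-protected; Technique: FRET fluorescence in CFP and YFP emission channels; Controls: no-enzyme wells low, DMSO-plus-enzyme wells high control.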
# * hit, by the source's call; i = inactive. An excerpt; rates above refer to the full screens.
SMILES,SENP8 inh,SENP1 inh
NC(=O)c1cccc(-c2ccnc3c2CC(C(=O)Nc2ccc(Cl)cc2)O3)c1 (stereo unspecified),2,-3
COC(=O)C[C@@H]1CC[C@H](NC(=O)CC2CC2)[C@@H](CO)O1,19,1
CCNC(=O)C1CCCN(C(=O)c2ccco2)CC1 (stereo unspecified),8,3
Cc1ccc(Cc2c(C3CCCCC3)nc3c4ccccc4ccn23)cc1,-96,-13
CCCCNC(=O)C1c2ccccc2OCC(=O)N1CCCN1CCOCC1 (stereo unspecified),15,2
O=C1CC2c3ccccc3CCN2C(=O)CN1Cc1ccccc1 (stereo unspecified),8,-2
CCOC(=O)C1=CC[C@@H](c2ccccc2)N(S(=O)(=O)c2ccc(C)cc2)[C@H]1c1ccc(CC)cc1,8,2
COc1cc(CNC(=O)c2cc(-c3cc(F)ccc3OCC3CCCO3)n[nH]2)cc(OC)c1 (stereo unspecified),-2,0
CC1(C(=O)Nc2ccc3c(c2)OCCO3)CSCC(=O)N1CCOc1ccccc1 (stereo unspecified),17,0
COC(=O)Cc1ccc(OC2(C)CCN(Cc3ccc(-c4ccccn4)cc3)C2)cc1 (stereo unspecified),19,-2
CCNC(=O)C1(C)CCCN1Cc1c(F)cccc1F (stereo unspecified),10,3
CCCNC(=O)c1cc2c(c(-c3cccc(-c4ccccc4F)c3)n1)[C@H](CCO)N(C(=O)CC1CC1)C2,20,-2
COc1ccc(-c2oc3c(c2C(=O)OCCO)C(OCCCO)CCC3)cc1 (stereo unspecified),-408,0
O=C(Nc1cccc(C(F)(F)F)c1)c1csc([C@@H]2O[C@H](CO)[C@H](O)[C@H](O)[C@H]2O)n1,20,1
COc1ccc([C@H]2CC(=O)C[C@@H](CCn3nnc4ccccc43)O2)cc1,9,1
CCCCCc1c(-c2cccc(F)c2)ncn1CCc1ccccc1OC,18,3
Cc1cccc(-c2cnc(C(O)c3ccc(F)c(C)c3)[nH]2)c1 (stereo unspecified),23,0
CCCNC(=O)C1(C)CCN(C(=O)c2ccccc2OC)C1 (stereo unspecified),6,-1
COCCNC(=O)C1(C)CCN(Cc2ccccc2C#N)C1 (stereo unspecified),12,1
CC1(C(=O)NS(=O)(=O)c2cccc(OC(F)F)c2)CCN1C(=O)C1CC1 (stereo unspecified),18,2
CONC(=O)c1ccc(-c2cccc3nccn23)cc1,i,-6
CCOC(=O)c1ccc(Nc2ccc(C(C)=O)cc2)cc1,-345,3
COc1ccc(S(=O)(=O)N2CCC[C@H]2C(=O)N2CCC[C@H]2C(=O)N[C@H](C)c2ccccc2)cc1C,9,1
CC(C)C[C@H]1CNC(=S)N1C[C@H]1CCCN1C[C@H](CC(C)C)N1C[C@H](CC(C)C)N(CCc2ccccc2)C1=S,24,-1
CN(C)CCNc1nc(Oc2cccc(F)c2)c2sccc2n1,0,1

# Ordered by length of the SMILES (rising): some entries from above
SMILES,SENP8 inh,SENP1 inh
CCNC(=O)C1(C)CCCN1Cc1c(F)cccc1F (stereo unspecified),10,3
CONC(=O)c1ccc(-c2cccc3nccn23)cc1,i,-6
COCCNC(=O)C1(C)CCN(Cc2ccccc2C#N)C1 (stereo unspecified),12,1
CCCNC(=O)C1(C)CCN(C(=O)c2ccccc2OC)C1 (stereo unspecified),6,-1
CCCCCc1c(-c2cccc(F)c2)ncn1CCc1ccccc1OC,18,3
CCCCNC(=O)C1c2ccccc2OCC(=O)N1CCCN1CCOCC1 (stereo unspecified),15,2
Cc1ccc(Cc2c(C3CCCCC3)nc3c4ccccc4ccn23)cc1,-96,-13
COc1ccc(-c2oc3c(c2C(=O)OCCO)C(OCCCO)CCC3)cc1 (stereo unspecified),-408,0
COC(=O)C[C@@H]1CC[C@H](NC(=O)CC2CC2)[C@@H](CO)O1,19,1
COc1ccc([C@H]2CC(=O)C[C@@H](CCn3nnc4ccccc43)O2)cc1,9,1
COC(=O)Cc1ccc(OC2(C)CCN(Cc3ccc(-c4ccccn4)cc3)C2)cc1 (stereo unspecified),19,-2
COc1cc(CNC(=O)c2cc(-c3cc(F)ccc3OCC3CCCO3)n[nH]2)cc(OC)c1 (stereo unspecified),-2,0
COc1ccc(S(=O)(=O)N2CCC[C@H]2C(=O)N2CCC[C@H]2C(=O)N[C@H](C)c2ccccc2)cc1C,9,1
O=C(Nc1cccc(C(F)(F)F)c1)c1csc([C@@H]2O[C@H](CO)[C@H](O)[C@H](O)[C@H]2O)n1,20,1

# Remaining list, next part.
SMILES,SENP8 inh,SENP1 inh
COc1ccc(C(NC(=O)C2CCN(Cc3cc(OC)cc(OC)c3)CC2)c2ccccn2)cc1 (stereo unspecified),14,2
CCCCn1nnnc1C(c1ccccc1)N1CCc2ccccc2C1 (stereo unspecified),13,1
Cc1ccc(S(=O)(=O)Nc2ccc(F)c(F)c2O)cc1,23,0
CCCNC(=O)c1cc(C2CCCCN2C(=O)c2ccccc2)on1 (stereo unspecified),11,0
CSc1ccc(CN2CCC(C)(Oc3cccc(C#N)c3)C2)cc1 (stereo unspecified),18,1
NC(COCc1ccccc1)c1csc(Nc2ccc(C(=O)c3ccccc3)cc2)n1 (stereo unspecified),-421,-5
CC1=C(C(=O)N2CCCCCC2)CC(CC(=O)NC2CCCCC2)C(=O)N1Cc1ccc(C(C)(C)C)cc1 (stereo unspecified),14,2
CCOc1ccc(-c2cc(C(=O)Nc3cc(OC)c(OC)c(OC)c3)[nH]n2)c(C)c1,2,0
OC[C@@H]1CN(Cc2ccncc2)C[C@H](n2cnc3c(NCc4ccco4)ncnc32)O1,-1,2
CC1Nc2ncnc(N3CCc4ccccc4C3)c2N(Cc2ccccc2)C1=O (stereo unspecified),-8,19
COc1ccc(OC)c(S(=O)(=O)NC(=O)C2(C)CCN2C(=O)Cc2ccccc2)c1 (stereo unspecified),16,4
CCN(CC)CCC12CC(C)OC1=Nc1ccccc1NC2=O (stereo unspecified),20,-3
COc1cccc(C2CC(OCCF)=CC(=O)O2)c1 (stereo unspecified),24,5
COc1cc(OC)cc(C2=Cc3ccc(OC)cc3C(CC(C)=O)N2c2ccc(C#CCCO)cc2)c1 (stereo unspecified),-399,-7
O=S1(=O)CC(N2CC=CC2)CN1C1CCCCC1 (stereo unspecified),41*,0
Cc1cnc(C(=O)N(c2ccc(N3CCOCC3)cc2)C2C(=O)Nc3ccccc3N=C2c2ccc3c(c2)OCO3)cn1 (stereo unspecified),-9,-2
CCCCCNC(=O)C(c1ccc(-c2ccccc2)cc1)n1c(=O)c(-c2cc3ccccc3[nH]2)nc2ccccc21 (stereo unspecified),-430,-19
CC(C)(C)OC(=O)N1C(=O)[C@](OC(=O)c2ccccc2)(c2ccc(F)cc2)c2ccccc21,16,2
CCCCn1nnnc1C(c1cc2ccccc2o1)N1CCN(CCN(C)C)CC1 (stereo unspecified),6,-12
c1coc(-c2ccc3nncn3c2)c1,-91,18
CCCS(=O)(=O)NC(=O)C1(C)CCCN(C(=O)c2c(OC)cccc2OC)C1 (stereo unspecified),18,1
COc1ccc(C(C(=O)Nc2c(C)cccc2C)N2CCN(C)CC2)cc1 (stereo unspecified),27,2
COC(=O)c1ccc2nc(-c3ccc(C)cc3)c(Cc3cccc(F)c3)n2c1,-392,0
O=S1(=O)N[C@@H](Cc2ccccc2)COc2cccc(N3CCN(Cc4ccccc4F)CC3)c21,8,-3
CC(C)(C)c1ccc(CC(=O)N2CCC2(C)C(=O)NCc2ccc(Cl)cc2)cc1 (stereo unspecified),14,-1
# (next part)
SMILES,SENP8 inh,SENP1 inh
COC(=O)/C=C1\OCc2c(F)cccc21,13,3
O=C(NC1CCCCC1)C(c1cc2ccccc2o1)N1CCOCC1 (stereo unspecified),30,2
CS(=O)(=O)Nc1cccc(NC(=O)c2cccc3c(-c4ccc(F)c(F)c4)coc23)c1,-1,1
NC(=O)c1cccc(-c2ccnc3c2CC(C(=O)NCC2CC2)O3)c1 (stereo unspecified),3,-2
COC(=O)Cc1ccc(OC2(C)CCN(Cc3ccccc3)C2)cc1 (stereo unspecified),14,-1
COc1cccc(-c2cccc(-c3nc(C(=O)NCCCN4CCOCC4)cc4c3[C@H](CCO)N(S(=O)C(C)(C)C)C4)c2)c1 (stereo partly specified),11,-1
CCCCNC(=O)C1(C)CCN1C(=O)c1cccnc1Oc1ccccc1 (stereo unspecified),11,-2
COC(=O)CCCC[C@@H]1O[C@H](CCc2ccccc2)Cc2[nH]c(=S)[nH]c(=O)c21,4,-4
CCCS(=O)(=O)NC(=O)C1(C)CCCN(C(=O)c2ccccc2)C1 (stereo unspecified),18,2
CC(N)c1csc(NC(=O)c2cc(C(C)(C)C)nn2Cc2ccccc2)n1 (stereo unspecified),-13,-14
CC(=O)c1cccc(-c2ccnc3c2CC(C(=O)NC(C)C)O3)c1 (stereo unspecified),4,-2
COC(=O)[C@@]1(Sc2ccc(C)cc2)CC(=O)N[C@@H]1c1ccc(C(F)(F)F)cc1,19,1
CCCCCCCCN1C(=O)[C@H](CC(=O)NCCCOC)C[C@@]2(C(=O)OC)CC(C)(C)CC=C12,25,-1
OC[C@@H](O)C(O)[C@@H](O)CO (stereo partly specified),-4,3
COCCN1C[C@@H](CO)O[C@@H](n2cnc3c(N4CCOCC4)ncnc32)C1,6,2
O=C(NCc1ccccc1)C1C(c2ccccc2)=Nc2ccccc2N1C(=O)c1cnccn1 (stereo unspecified),8,22
Cn1cc([C@]2(O)C(=O)Nc3ccc(Br)cc32)c2ccccc21,14,1
CC1(C(=O)NCc2ccccc2)CN(S(C)(=O)=O)CC(=O)N1C1CC1 (stereo unspecified),15,0
CC1(C(=O)NS(=O)(=O)c2ccccc2Cl)CCN1C(=O)Cc1ccccc1Cl (stereo unspecified),17,3
COc1cccc(CN2CCC2(C)C(=O)Nc2cnc3ccccc3c2)c1F (stereo unspecified),5,3
CC1(C(=O)NS(=O)(=O)c2cccs2)CCN1C(=O)C1CC1 (stereo unspecified),4,1
CCN(CC)c1ncnc2c1ncn2[C@H]1CN(Cc2ccc(OC)cc2)C[C@@H](CO)O1,6,-1
COC(=O)N(C)C[C@@H]1OCc2cn(nn2)CCCC(=O)N([C@H](C)CO)C[C@H]1C,18,0
CC(C)CNc1ncnc2c1ncn2[C@H]1CN(Cc2ccncc2)C[C@@H](CO)O1,0,3
COc1cccc(-c2cnc(C(O)c3cccc(F)c3)[nH]2)c1 (stereo unspecified),3,0
# The list goes on:
SMILES,SENP8 inh,SENP1 inh
O=S1(=O)CC(N2CCSCC2)CN1Cc1cn(Cc2cccc(C(F)(F)F)c2)nn1 (stereo unspecified),1,1
N#Cc1ccc(-c2ccc3nccn3c2)cc1,-168,-14
Cc1cccc(COC[C@H](CC(C)C)N2CCN(C(=O)c3ccc(C(C)(C)C)cc3)CCC2=O)c1,8,-1
CCCNC(=O)C1(C)CCN1C(=O)c1ccccc1CCc1ccccc1 (stereo unspecified),16,0
CC(NC(=O)C1CCN(Cc2ccc(Oc3ccccc3)cc2)CC1)c1cccc2ccccc12 (stereo unspecified),14,4
O=C(Nc1cccc(Oc2ccccc2)c1)C1Cc2c(-c3ccco3)ccnc2O1 (stereo unspecified),6,0
CC1=C(C(=O)N2CCCCCC2)CC(CC(=O)NCCc2ccccn2)C(=O)N1Cc1ccc(F)cc1 (stereo unspecified),14,-1
CN(C)CCNc1ncnc2c1ncn2[C@H]1CN(Cc2ccncc2)C[C@@H](CO)O1,8,-2
CCOC(=O)[C@]12CCC=C1N(Cc1ccc3c(c1)OCO3)C(=O)[C@H](CC(=O)NCc1ccc(OC)c(OC)c1)C2,-12,-2
O=C(NCc1ccccc1)c1cc(C2CCCN(S(=O)(=O)c3cccc4cccnc34)C2)on1 (stereo unspecified),23,0
COc1ccc(-c2cc(NC=O)c3ncc(-c4cccc(C(F)(F)F)c4)n3c2)cc1OC,-386,-24
CC1(C(=O)NS(=O)(=O)c2ccccc2)CCN1C(=O)Cc1cccc2ccccc12 (stereo unspecified),3,1
CC(C(=O)NC1CCCC1)n1c(-c2ccccn2)nc2ccccc21 (stereo unspecified),-46,2
O=C(NCC1CC1)C1Cc2c(-c3ccccc3Oc3ccccc3)ccnc2O1 (stereo unspecified),24,2
O=C(/C=C/[C@H]1O[C@@H](n2cnc3c(NC(=O)c4ccccc4)ncnc32)[C@H](O)[C@@H]1O)NCCCN1CCCC1=O,11,2
COc1c(C)cc(C(O)c2ncc(-c3ccccc3C)[nH]2)cc1C (stereo unspecified),10,0
CSCCC(C(=O)Nc1c(C)cccc1C)n1c(-c2cc(C)cs2)nc2ccccc21 (stereo unspecified),-429,1
O=C(Nc1ccc2nc([C@H]3C[C@H](O)[C@@H](CO)O3)[nH]c2c1)NC(c1ccccc1)c1ccccc1,-3,1
CN(C)CCN1CCN(C2CN(Cc3ccccc3)S(=O)(=O)C2)CC1 (stereo unspecified),22,0
O=c1[nH]c(=S)[nH]c2c1C(c1ccc(F)cc1)OC(C1CCCCC1)C2 (stereo unspecified),16,2
C=CCNc1nc2cc(-c3cccc(Cl)c3)sc2c(=O)n1C,-92,1
OC(c1ccc2c(c1)OCO2)c1ncc(-c2ccc(Cl)cc2)[nH]1 (stereo unspecified),-4,-1
CCCCCNC(=O)C(c1cccc2ccccc12)n1c(=O)c(-c2ccccc2)nc2ccccc21 (stereo unspecified),-364,-5
CCOC(=O)C1(C)CCCCCN1C(=O)c1ccccc1F (stereo unspecified),15,2

# Bioassay records from PubChem BioAssay.
